Screens as filed in PubChem.
Pax4 gene expression – activators of Pax4 gene expression, primary screen, RT-PCR, mouse alpha TC1 cells, single point (AID 1053180); mouse alpha TC1 cells, Pax4 mRNA qPCR, 6 days; active compounds read high; 100% = Pax4 plasmid added at qPCR; activation, % at 10 µM; 0.2% of 9,600 active;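 active means highest normalized replicate activity of 15 or more, or at least half the replicates reach 15 or more; inactive means neither condition met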;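 further: pax4 Ct normalized to GAPDH with activation seen as lower delta delta Ct; plate controls were plate neutral control wells for no effect and Pax4 plasmid positive control for full effect; each compound tested in two replicate wells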
YAP1 CTGF inhibition – reduction of CTGF mRNA in DLD1 cells – DLD1 colon cancer cells, RT-qPCR, single point, primary screen (AID 743449). inhibition, % at 12.5 µM. 0.9% of 9,900 active. DLD1 CTGF mRNA qPCR, 24 h; active compounds read high;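 active means mean normalized replicate activity at least 50 and at least half of replicates each reaching 50; inconclusive means only one of the two criteria met; inactive means neither criterion met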;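 further: 0% = neutral control wells and 100% = dasatinib control wells; higher means stronger suppression of CTGF expression like dasatinib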
Numbers without * were called inactive; ? = inconclusive; . = no result given. Only part of the results is shown; the hit share may differ from the screen's.

Values run as follows: Pax4 gene expression	YAP1 CTGF inhibition
CN1C(=O)c2cc(NC(=O)c3cnccn3)ccc2OC[C@H]2O[C@H](CC(=O)NCC3CCCCC3)CC[C@H]21
    0.0	-7
C[C@@H](NC(=O)C[C@@H]1C=C[C@@H](NC(=O)c2cccnc2)[C@@H](CO)O1)c1ccccc1
    0.0	-8
O=C(CC1CC1)N1[C@H](CO)[C@H]2c3ccccc3N(S(=O)(=O)c3ccccc3F)C[C@H]21
    0.0	7
Cc1ccc(CN2CC(=O)N3[C@H](C2)[C@H](c2ccc(-c4ccccc4F)cc2)[C@@H]3CO)cc1
    0.0	-10
O=C(CN1CCOCC1)N1C[C@@H]2N[C@H](C1)C2c1ccc(-c2ccncc2)cc1 (some centres undefined)
    0.0	-24
CCCNC(=O)C[C@@H]1CC[C@@H]2[C@H](COc3ccc(NC(=O)CC)cc3C(=O)N2C)O1
    0.0	-6
CCCNC(=O)N1[C@@H]2c3ccc(-c4ccc(OC)cc4)c(=O)n3C[C@H]1[C@H](CO)[C@H]2C(=O)NC1CCC1
    0.0	-38
CN(C)C(=O)c1cccc(-c2cccc(-c3nc(C(=O)N4CCCCC4)cc4c3[C@@H](CCO)N([S@](=O)C(C)(C)C)C4)c2)c1
    0.0	16
O=C(CN1CCOCC1)N1CC(=O)N2[C@H](C1)[C@H](c1ccc(C3=CCCCC3)cc1)[C@@H]2CO
    0.0	4
C[C@H](CO)N1C[C@H](C)[C@@H](CN(C)C(=O)C2CCCCC2)OCCCC[C@H](C)Oc2ccc(NS(=O)(=O)c3ccccc3)cc2C1=O
    0.0	-4
COc1cccc(S(=O)(=O)N2CC[C@@H]3[C@H]2c2cc(C#Cc4cccnc4)ccc2N[C@@H]3CO)c1
    0.0	30
COc1ccc2c3c(n(C)c2c1)[C@H](CO)N(C(=O)c1ccc(F)cc1)CC31CN(CC2CCOCC2)C1
    0.0	17
COc1cccc(NC(=O)N[C@H]2C=C[C@H](CC(=O)NCc3ccncn3)O[C@@H]2CO)c1
    0.0	-36
COCC(=O)Nc1ccc2c(c1)C(=O)N(C)[C@@H]1CC[C@H](CC(=O)NCCCN(C)C)O[C@H]1CO2
    0.0	-18
NCC[C@H]1CC[C@@H](NC(=O)Cc2ccncc2)[C@H](CO)O1
    0.0	19
Cc1ccccc1S(=O)(=O)N1C[C@H](O)COC[C@@H]2O[C@@H](CC(=O)N3CCCCC3)CC[C@H]21
    0.0	14
CO[C@H]1CN(C)C(=O)c2cc(NS(=O)(=O)CC(F)(F)F)ccc2OC[C@H](C)NC[C@H]1C
    0.0	-4
CO[C@H](CN(C)C(=O)c1ccccc1F)[C@@H](C)CN([C@H](C)CO)S(=O)(=O)c1ccc(F)cc1
    0.1	-3
CCCC(=O)Nc1ccc2c(c1)C(=O)N(C)[C@@H]1CC[C@@H](CC(=O)N3CCCCC3)O[C@H]1CO2
    0.0	-53
CCCNC(=O)N1C[C@H](O)COC[C@H]2O[C@@H](CC(=O)OC)CC[C@@H]21
    0.0	-3
CCS(=O)(=O)N1CCC2(CC1)CN(C(=O)c1cccc(F)c1)[C@H](CO)c1c2c2ccc(OC)cc2n1C
    0.0	9
Cn1cnc(S(=O)(=O)N2CC[C@@H]3[C@H](CO)Nc4ccc(C5=CCCCC5)cc4[C@@H]32)c1
    0.0	2
C[C@H](CO)N1C[C@H](C)[C@@H](CN(C)C(=O)[C@H](Cc2ccccc2)N(C)C)OCc2ccccc2-c2ccccc2C1=O
    0.0	-22
COc1ccc(NC(=O)N2C[C@@H](O)COC[C@H]3O[C@H](CC(=O)N4CCCCC4)CC[C@@H]32)cc1
    0.0	23
CCC(=O)N1C[C@H](O)COC[C@@H]2O[C@@H](CC(=O)NC)CC[C@H]21
    0.0	-9
CN1c2ccc(-c3cccc(C#N)c3)cc2[C@H]2[C@H](CCN2C(=O)Cc2ccccn2)[C@H]1CO
    0.0	-5
CCNC(=O)[C@H]1[C@H](CO)[C@H]2Cn3c(ccc(-c4cncnc4)c3=O)[C@H]2N1C(=O)NC1CCCC1
    0.0	17
COc1ccccc1CN1[C@H](CO)[C@@H](c2ccccc2)C12CN(C(=O)c1cnccn1)C2
    .	-21
Cc1noc(C)c1NC(=O)N[C@@H]1C=C[C@@H](CC(=O)Nc2ccc(-c3ccccc3)cc2)O[C@H]1CO
    0.0	0
O=C(C[C@H]1C[C@H]2c3cc(NC(=O)c4ccc5c(c4)OCO5)ccc3O[C@H]2[C@H](CO)O1)NCc1ccc(Oc2ccccc2)cc1
    3.1	-145

As entered above:
YAP1 CTGF inhibition, Cc1ccccc1S(=O)(=O)N1C[C@H](O)COC[C@@H]2O[C@@H](CC(=O)N3CCCCC3)CC[C@H]21 → 14
YAP1 CTGF inhibition, O=C(C[C@H]1C[C@H]2c3cc(NC(=O)c4ccc5c(c4)OCO5)ccc3O[C@H]2[C@H](CO)O1)NCc1ccc(Oc2ccccc2)cc1 → -145
YAP1 CTGF inhibition, CO[C@H](CN(C)C(=O)c1ccccc1F)[C@@H](C)CN([C@H](C)CO)S(=O)(=O)c1ccc(F)cc1 → -3
YAP1 CTGF inhibition, Cn1cnc(S(=O)(=O)N2CC[C@@H]3[C@H](CO)Nc4ccc(C5=CCCCC5)cc4[C@@H]32)c1 → 2
Pax4 gene expression, C[C@H](CO)N1C[C@H](C)[C@@H](CN(C)C(=O)[C@H](Cc2ccccc2)N(C)C)OCc2ccccc2-c2ccccc2C1=O → 0.0

New compounds follow
Values run as follows: Pax4 gene expression	YAP1 CTGF inhibition
O=C(C1CCC1)N1C[C@@H]2N[C@H](C1)C2c1ccc(-c2cncnc2)cc1 (some centres undefined)
    0.0	-67
C[C@@H]1CN([C@H](C)CO)C(=O)c2cc(NS(C)(=O)=O)ccc2O[C@H]1CN(C)C
    0.0	20
O=C(c1ccccc1)N1C[C@@H]2[C@H](c3ccccc31)[C@H](CO)N2Cc1ccccn1
    0.0	1
C[C@H](CO)N1C[C@H](C)[C@@H](CN(C)S(=O)(=O)c2ccc(Cl)cc2)Oc2ccc(NS(=O)(=O)c3cccs3)cc2C1=O
    0.0	-18
CCC(=O)N1CC2(CCN(C(=O)Nc3c(C)noc3C)CC2)c2c([nH]c3cc(OC)ccc23)[C@@H]1CO
    0.0	-15
CNC[C@H]1Oc2c(NC(=O)Nc3cccc4ccccc34)cccc2C(=O)N([C@H](C)CO)C[C@@H]1C
    0.0	51*
C[C@@H]1CN([C@@H](C)CO)C(=O)Cc2cc(NS(=O)(=O)c3cn(C)cn3)ccc2O[C@H]1CN(C)Cc1ccc2c(c1)OCO2
    0.0	17
COCC#Cc1ccc([C@H]2[C@H](CO)N3C(=O)CN(C(=O)Nc4ccccc4F)C[C@@H]23)cc1
    0.0	-4
CCCNC(=O)N1CC(=O)N2[C@H](CO)[C@H](c3ccc(C#CCC4CCCC4)cc3)[C@@H]2C1
    0.0	-3
C[C@@H]1CCCCO[C@@H](CN(C)Cc2ccc(Cl)c(Cl)c2)[C@@H](C)CN([C@H](C)CO)C(=O)c2cc(NC(=O)c3ccncc3)ccc2O1
    0.0	5
CO[C@@H](CN(C)Cc1ccc(-c2ccccn2)cc1)[C@@H](C)CN(C(=O)Nc1ccc(F)cc1)[C@H](C)CO
    0.0	2
CCS(=O)(=O)N1CC(=O)N2[C@H](CO)[C@H](c3ccc(C4=CCCCC4)cc3)[C@@H]2C1
    0.0	-50
CN1CCN(C(=O)C[C@@H]2CC[C@H]3[C@@H](COC[C@@H](O)CN3C(=O)c3ccccc3F)O2)CC1
    0.0	7
O=C(NC1CCCC1)N1CCCCN2[C@H](CO)[C@H](c3ccc(-c4cccnc4)cc3)[C@H]2C1
    0.0	-6
COc1ccc2c3c(n(C)c2c1)[C@@H](CO)N(C(=O)C1CC1)CC31CN(Cc2ccccc2OC)C1
    0.0	30

Arranged by SMILES length (descending): 3 of the compounds above
Values run as follows: Pax4 gene expression	YAP1 CTGF inhibition
CCC(=O)N1CC2(CCN(C(=O)Nc3c(C)noc3C)CC2)c2c([nH]c3cc(OC)ccc23)[C@@H]1CO
    0.0	-15
COc1ccc2c3c(n(C)c2c1)[C@@H](CO)N(C(=O)C1CC1)CC31CN(Cc2ccccc2OC)C1
    0.0	30
O=C(C1CCC1)N1C[C@@H]2N[C@H](C1)C2c1ccc(-c2cncnc2)cc1 (some centres undefined)
    0.0	-67

Following part
Values run as follows: Pax4 gene expression	YAP1 CTGF inhibition
COc1ccc(CNC(=O)c2cc3c(c(-c4cccc(-c5ccc(C#N)cc5)c4)n2)[C@@H](CCO)N([S@](=O)C(C)(C)C)C3)cc1
    0.0	14
C[C@@H]1CN([C@H](C)CO)C(=O)CCCn2cc(nn2)CO[C@@H]1CN(C)C(=O)NC1CCCCC1
    0.0	1
C[C@H](NC(=O)C[C@H]1C=C[C@H](NC(=O)c2cccnc2)[C@@H](CO)O1)c1ccccc1
    0.0	-4
O=C(CC(F)(F)F)N1C[C@@H]2[C@H](c3ccccc31)[C@@H](CO)N2C(=O)C1CCCCC1
    0.0	-53
C[C@@H]1C(=O)N[C@@H](c2ccc3c(c2)OCO3)CC=CC[C@H](C)Oc2ccccc2C(=O)N1C (mixture of isomers)
    0.1	-30
COc1ccc(S(=O)(=O)Nc2ccc3c(c2)C(=O)N([C@H](C)CO)C[C@@H](C)[C@H](CN(C)S(=O)(=O)c2ccc(Cl)cc2)OCCCC[C@H](C)O3)cc1
    0.1	15
Cc1noc(C)c1S(=O)(=O)N(C)C[C@H]1OCc2ccccc2-c2ccccc2C(=O)N([C@@H](C)CO)C[C@H]1C
    0.0	?
COc1ccccc1-c1ccccc1[C@H]1[C@@H](CO)N(C(=O)C2CCOCC2)[C@H]1C#N
    0.0	-14
C[C@H](NC(=O)C[C@H]1CC[C@H]2[C@@H](COC[C@@H](O)CN2C(=O)Nc2cccc(Cl)c2)O1)c1ccccc1
    0.0	-2
COCC(=O)N1CC2(C1)CN(Cc1cccc(F)c1)[C@H](CO)c1c2c2ccc(OC)cc2n1C
    0.0	11
Cc1noc(C)c1S(=O)(=O)N(C)C[C@@H]1OCCCC[C@H](C)Oc2ccc(N(C)C)cc2C(=O)N([C@H](C)CO)C[C@H]1C
    0.0	8
CCCC#Cc1ccc([C@H]2[C@@H](CO)N3C(=O)CN(S(=O)(=O)c4ccccc4C)C[C@H]23)cc1
    0.0	-18
CC=Cc1ccc2n(c1=O)C[C@H]1[C@H](CO)[C@@H](C(=O)NCc3ccccc3Cl)N(S(C)(=O)=O)[C@@H]21 (mixture of isomers)
    0.0	-6
O=S(=O)(c1ccc(F)cc1)N1CCCCN2[C@H](CO)[C@H](c3ccc(-c4cncnc4)cc3)[C@@H]2C1
    0.0	10
COc1cccc(-c2ccc3c(c2)O[C@@H](CN(C)Cc2cccnc2)[C@H](C)CN([C@@H](C)CO)S3(=O)=O)c1
    0.0	-54
CO[C@@H]1CN(C)C(=O)c2cc(NS(C)(=O)=O)ccc2OC[C@H](C)N(C(=O)C2CCOCC2)C[C@@H]1C
    0.0	6
CO[C@H](CN(C)S(=O)(=O)c1ccc(F)cc1)[C@@H](C)CN(Cc1ccccc1Cl)[C@H](C)CO
    0.0	4
CCC(=O)N1[C@H](C(=O)NCc2ccc(F)cc2)[C@@H](CO)[C@@H]2Cn3c(ccc(C4=CCCCC4)c3=O)[C@@H]21
    0.0	1
CCCC(=O)Nc1ccc2c(c1)C(=O)N(C)C[C@H](OC)[C@H](C)CN(Cc1ccc(F)cc1)[C@H](C)CO2
    0.0	3
CCCC#Cc1ccc2c(c1)O[C@@H](CN(C)Cc1ccccn1)[C@H](C)CN([C@H](C)CO)S2(=O)=O
    0.0	-53
O=C(Nc1ccccc1F)N1C[C@H]2[C@@H](c3ccccc31)[C@@H](CO)N2C(=O)Cc1cccnc1
    0.0	-9
C/C=C/c1ccccc1[C@@H]1[C@@H](C#N)N(C(=O)CN2CCOCC2)[C@@H]1CO
    0.0	-19
CN1C(=O)c2cc(NS(C)(=O)=O)ccc2OC[C@H]2O[C@@H](CC(=O)NCc3ccccc3)CC[C@@H]21
    0.0	-34
O=C(C[C@@H]1CC[C@H]2[C@@H](COC[C@H](O)CN2C(=O)Cc2ccccc2)O1)NC1Cc2ccccc2C1
    0.0	-9
C[C@H](CO)N1C[C@H](C)[C@H](CN(C)C(=O)[C@@H](Cc2ccccc2)N(C)C)OCc2ccccc2-c2c(n(C)c3ccccc23)C1=O
    0.1	10
COc1cccc(S(=O)(=O)Nc2ccc3c(c2)C(=O)N(C)[C@@H]2CC[C@@H](CC(=O)NCC4CCCCC4)O[C@H]2CO3)c1
    0.0	-7
CC(=O)N1[C@H](CO)[C@H](c2ccc(-c3ccccc3F)cc2)[C@@H]1CNC(C)C
    0.0	-16
COc1cccc(NC(=O)N2CC(=O)N3[C@H](C2)[C@H](c2ccc(C4=CCCCC4)cc2)[C@@H]3CO)c1
    0.0	-17
COCC(=O)N1[C@H](CO)[C@H]2c3ccccc3NC[C@H]21
    0.0	-16
CN(C)Cc1cn(CC[C@@H]2CC[C@@H](NC(=O)Cc3cccnc3)[C@@H](CO)O2)nn1
    0.0	17
Cc1ccc(S(=O)(=O)N2CC[C@H]3[C@H](CO)Nc4ccc(-c5cccc(C(=O)N(C)C)c5)cc4[C@H]32)cc1
    0.0	57*
CCN1[C@@H]2c3ccc(-c4ccc(C(=O)N(C)C)cc4)c(=O)n3C[C@@H]2[C@@H](CO)[C@@H]1C(=O)NCCOC
    0.0	10
C[C@@H]1CN([C@@H](C)CO)C(=O)CCCn2nncc2CO[C@H]1CN(C)Cc1ccc2c(c1)OCCN2C
    0.0	1
CCC(=O)N1[C@@H]2CN(S(=O)(=O)c3ccc(F)cc3)c3ccccc3[C@@H]2[C@@H]1CO
    0.0	2
CO[C@H]1CN(C)C(=O)c2cc(NC(=O)c3cnccn3)ccc2OC[C@H](C)NC[C@H]1C
    0.0	13
